Screening results (PubChem BioAssay)
LRH-1 inv ag: inverse agonists of human LRH-1 (NR5A2); O00482; HEK293T StAR-luciferase reporter, LRH-1 transfected, 24 h; inhibition, % at 3.6 µM; 360,000 compounds, 0.13% hits;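 active means inhibition above the mean inhibition of all tested compounds plus 3 SD, cut at about 73% in these data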;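 further: 0% = DMSO wells and 100% = reporter-only cells lacking LRH-1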
SRC3 inh: inhibitors of human steroid receptor coactivator 3 (SRC3) | Q9Y6Q9 | HEK293 GAL4-SRC3 luciferase reporter, luminescence | inhibition, % at 3.6 µM | 360,000 compounds, 0.17% hits;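 active means inhibition above a per-campaign cutoff, the mean of all compounds plus 3 SD, cut at about 60% in these data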;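 further: 0% = DMSO-treated cells and 100% = gossypol-treated cells at 36 µM; higher means less SRC3-driven luciferase light from the GAL4 reporter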
TRAIL sens C8: sensitizes caspase-8 expressing cells to TRAIL; AID 624354; NB7+C8 cells + TRAIL, ATPlite viability luminescence; 360,000 compounds, 1% hits; inhibition (viability loss, TRAIL sensitization), % at 10 µM;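 active means compounds causing at least 50% loss of cell viability in the single-dose screen, relative to plate controls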
KKLEB tox: reduces viability of KKLEB cystic fibrosis airway cells. 360,000 compounds, 0.36% hits. activity change (cytotoxicity), % at 5 µM. KKLEB CF airway cells viability, ATPlite luminescence, overnight; active compounds read low; cells stimulated with P. aeruginosa culture filtrate. AID 602141;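 active means corrected activity change at or below -50% at 5 µM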
TWEAK Fn14 block: TWEAK-Fn14 signaling inhibition. AID 1159606. 360,000 compounds, 2% hits. TWEAK-stimulated Fn14 reporter cells, luciferase luminescence, 8 h. inhibition, % at 10 µM; in the data active means inhibition above about 50%
NCOA1 inh: inhibitors of human steroid receptor coactivator 1 (SRC1) | 360,000 compounds, 0.12% hits | AID 588354 | Q15788 | HEK293 GAL4-SRC1 luciferase reporter, luminescence | inhibition, % at 3.6 µM;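 active means inhibition above the campaign mean plus 3 SD, with each screening campaign given its own cutoff, cut at about 60% in these data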;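 further: 0% = DMSO treated cells and 100% = gossypol at 36 µM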
CF NFkB inh: blocks PAF-induced NF-kB reporter in cystic fibrosis cells | AID 588850 | 360,000 compounds, 0.86% hits | KKLEB NF-kB-GFP reporter, GFP fluorescence overnight | inhibition, % at 5 µM;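 active means at least 50% inhibition at 5 µM, scaled per plate between neutral and stimulator controls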;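 further: PAF is a Pseudomonas aeruginosa culture filtrate used as stimulus; plate controls were PAF-stimulated DMSO wells for no effect and unstimulated DMSO wells for full effect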
EBV LMP1 NFkB: Epstein-Barr LMP1 NF-kappaB reporter inhibition. AID 504558. 350,000 compounds, 0.69% hits. LMP1-induced NF-kappaB luciferase reporter cells, luminescence. inhibition, % at 12.5 µM; in the data active means inhibition above about 41%;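 further: 0% = neutral control wells and 100% = reference inhibitor control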
NCOA2 inhibitor: inhibits human steroid receptor coactivator 2. inhibition, % at 9 µM. Q15596. HEK293 GAL4-SRC2 luciferase reporter, luminescence. 370,000 compounds, 0.17% hits. AID 651957;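 active means inhibition above the mean inhibition of all tested compounds plus 3 SD, set per campaign, cut at about 52% in these data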;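 further: 0% = DMSO treated cells and 100% = cells given Gossypol at 36 µM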
TROY signal inh: inhibitors of TROY-dependent NF-kB signaling; Q293 LMP1-TROYcd NF-kB luciferase reporter, 4 h; inhibition, % at 10 µM; 360,000 compounds, 0.98% hits;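 active means compounds whose plate-normalised and pattern-corrected inhibition of the luciferase reporter signal at the single screening dose is 50% or more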
NR2F2 inh: NR2F2 (human) inhibition, primary screen; P24468; HEK293T NGFI-A luciferase reporter, luminescence; inhibition, % at 8.6 µM; 370,000 compounds, 0.7% hits;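 active means inhibition above a per-plate cutoff, mean inhibition of test wells between control levels plus 3 SD, cut at about 38% in these data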;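 further: cells cotransfected with COUP-TFII expression vector driving the NGFI-A reporter; 0% = median of COUP-TF2 test wells and 100% = reporter-only cells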
An asterisk follows results filed as active; nt = not tested or not shown.

Structure	TWEAK Fn14 block	EBV LMP1 NFkB	SRC3 inh	NCOA2 inhibitor	LRH-1 inv ag	NCOA1 inh	KKLEB tox	NR2F2 inh	TROY signal inh	TRAIL sens C8	CF NFkB inh
Cc1noc(C)c1C(=O)OCC(=O)c1c[nH]c2ccccc12	6	-2	-6	-41	0	-20	4	-24	-27	-7	-12
COc1ccccc1NC(=O)CN1CCN(c2ccccc2F)CC1	12	-9	2	6	2	1	-4	-6	5	-1	2
CC(=O)c1c(N)nc2n(c1=O)CCCCC2	-1	-7	15	16	2	-12	-5	-1	-2	7	9
Cc1cc(NC(=O)C(C)SCC(=O)Nc2cc(C(F)(F)F)ccc2N2CCOCC2)no1 (stereo not drawn)	7	-1	15	-4	13	-6	2	14	-8	14	15
CCOc1ccccc1C(=O)N[C@H](C(=O)NNC(=O)c1cccs1)C(C)C	-4	-7	6	-15	12	-5	-3	-4	-12	-4	3
O=C(Nc1ccc(C(=O)NN2C(=O)c3ccccc3C2=O)cc1)c1ccccc1	1	-6	2	15	22	10	6	3	1	-11	-14
CC1(C)CC2(CCO1)OC(=O)CC2C(=O)Nc1ccc(Br)cc1 (stereo not drawn)	8	-5	0	-9	11	-5	-12	-11	-3	-18	-2
NC(=O)CSc1nnc(COc2ccccc2)n1Cc1ccco1	-13	7	5	-10	-1	10	12	-1	10	12	-8
C=CCN1C(=O)/C(=C\c2ccc(Oc3nc(N4CCOCC4)nc(N4CCOCC4)n3)c(OC)c2)SC1=S	6	5	15	-15	-1	-4	9	7	16	1	1
O=C1/C(=C/c2cccs2)Cc2ccccc21	-13	-2	-26	-54	8	-5	7	-1	-80	0	-30
NC(=O)CC(NC(=O)Cc1ccc(Br)cc1)c1ccc(NC2CCC2)c([N+](=O)[O-])c1 (stereo not drawn)	10	8	8	20	24	-1	-20	13	-7	-9	-22
CC(NC(=O)c1cc(F)c(F)cc1Cl)C1CC2CCC1C2 (stereo not drawn)	15	4	-5	-31	-6	7	5	-5	7	36	15
CC(C)(CNC(=O)c1cccc(S(=O)(=O)NCc2ccccc2)c1)N1CCOCC1	3	2	6	18	7	-9	4	-19	0	31	3
O=C(c1ccccc1F)N1CCN(S(=O)(=O)c2ccc3c(c2)OCCO3)CC1	-1	29	5	40	-9	12	13	42*	0	10	-3
CN(NC1OC(=O)c2ccccc21)c1ccccc1[N+](=O)[O-] (stereo not drawn)	-37	7	18	15	-11	5	1	-16	-14	3	0
COc1ccc(NC(=O)Cn2c(=O)n(-c3ccccc3)c(=O)c3oc4ccccc4c32)c(OC)c1	2	7	19	12	-12	-10	-31	5	12	1	24
CC1CCN(S(=O)(=O)c2ccc3c(c2)N(CC(=O)NCc2cccnc2)C(=O)CS3)CC1	18	-1	12	14	22	11	-6	-1	8	3	19
COc1ccc(N2CCN(C(=O)COC(=O)c3nc(Cl)ccc3Cl)CC2)cc1	5	1	-4	5	4	-1	9	3	11	13	-12
CCn1nc(NC(=O)COC)c2cc3cccc(C)c3nc21	13	7	7	-9	10	13	1	-11	18	-16	16
CN(C(=O)c1cccc(NC(=O)Cc2cccc(NC(=O)C3CCN(C(=O)C4CCC4)CC3)c2)c1)C1CCC1	0	-4	1	-16	-1	-18	1	1	-8	5	0
Nc1nc2c(Br)ccc(Br)c2cc1C(=O)NCc1cccc2ccccc12	-33	nt	nt	-26	7	nt	nt	3	3	19	nt
COc1cccc(C2/C(=C(\O)c3ccc4c(c3)OCCO4)C(=O)C(=O)N2CCCn2ccnc2)c1 (stereo not drawn)	-21	1	-8	-47	-26	8	-7	-12	-47	-10	11
Cc1ccc(S(=O)(=O)N2CCN(C(=O)CSc3nc(N)cc(=O)[nH]3)CC2)c(C)c1	-6	-1	-3	-21	6	5	-1	1	2	0	4
CCN(CC)CCN(C(=O)c1ccc2c(c1)OCCO2)c1nc2c(Cl)cccc2s1	5	11	17	-10	1	-10	-13	4	-3	-1	11
Cc1cccc(COCC(CC(C)C)N2CCN(C(=O)c3ccc(C(F)(F)F)cc3)CCC2=O)c1 (stereo not drawn)	-4	7	-22	-3	1	-19	-12	0	-24	0	30
COc1ccc(CCNC(=O)CSc2nnc(CNC(=O)c3ccccc3F)o2)cc1OC	-3	1	-3	-7	35	1	18	5	-7	-1	-8
CN(C)S(=O)(=O)c1ccc(C(=O)Nc2cc3c(cc2C(=O)O)OCCCO3)cc1	15	5	-22	-1	19	-4	6	-13	7	6	-21
COCc1nn2c(N)c(C#N)cnc2c1-c1ccccc1	-3	0	0	-12	-1	-19	-4	-1	-7	-4	4
[O-]/[N+](=C/c1ccco1)c1ccccc1	-20	-9	-1	0	10	-19	-5	-16	-25	-5	7
COc1ccc(NC(=O)c2ccccc2NC(=O)NC2CCCCC2)cc1	-8	-8	-40	-27	-22	-34	-1	2	-38	12	7
O=C(Nc1cccnc1)c1ccc2c(c1)OCO2	-10	22	-11	-10	-17	-36	0	-19	-20	7	-5
CC(C)CNc1ncnc2[nH]ncc12	16	-3	-13	8	-23	-4	-19	-5	4	3	43
COC(=O)c1sccc1OCc1cccc(OC)c1	27	3	3	-5	1	-72	-9	7	8	-5	18
COc1ccc(/C=N/Nc2ccc([N+](=O)[O-])cc2)cc1Cn1cc([N+](=O)[O-])cn1	-33	6	24	-18	13	-16	-31	15	-1	19	32
COc1ccc(N(CC(=O)N2c3ccccc3CC2C)S(=O)(=O)c2c(C)nn(C)c2C)cc1 (stereo not drawn)	-2	1	-15	5	-3	7	-11	-18	7	-3	2
O=C(CC1C(=O)NCCN1Cc1ccccc1C(F)(F)F)NCCn1cccn1 (stereo not drawn)	2	6	20	-25	-5	-10	2	-1	-3	4	14
Cc1ccc(Cc2nnc3n(-c4ccccc4)nc(C(=O)c4ccccc4)n3c2=O)cc1	34	26	-5	-3	-10	6	-13	0	-9	25	4
O=C1CSC(=Nc2cccc(C(=O)O)c2)N1	9	5	1	-5	-5	-4	-3	2	5	-26	-5
CCCCN(C)C1CCN(C(=S)Nc2ccc(OCC)cc2)CC1	-2	5	19	-9	-1	-2	12	-12	-4	18	7
CN(CC(=O)Nc1ccccc1Cl)C(=O)C1CCN(C(=O)c2ccc(F)cc2)CC1	0	4	12	-6	5	-17	7	6	8	-1	-7
CCOc1ccc(C2=Nn3c(nnc3-c3cccnc3)SC2)cc1	10	2	8	-31	7	-2	3	1	6	-5	-29
CC(C)CC(NC(=O)OC(C)(C)C)C(=O)NC(C(=O)N1CCCC1C(N)=O)C(C)C (stereo not drawn)	12	4	9	-32	13	1	-14	-2	-5	8	-6
COc1cccc(CN2CCN(C(=O)c3cccc4ccccc34)CC2)c1OC	-42	17	7	7	-20	-3	-9	-15	0	-5	2
O=C(CC1N=C2c3ccccc3N=C(SCc3ccccc3Cl)N2C1=O)NCc1ccco1 (stereo not drawn)	13	-40	-6	-16	-22	-16	-2	-5	-19	8	-11
CC(C)Oc1ccc(OCCSc2nc3ccccc3n2CC(=O)O)cc1	8	-2	-22	-13	1	-51	2	-12	0	3	-3
CC(=NCC1CCNCC1)C1=C(O)CC(C)(C)CC1=O	16	-5	-3	8	-21	1	5	-14	0	0	-7
CN1CCN(c2ccc(S(=O)(=O)N3CCCCC3)cc2NC(=O)COc2ccc(F)cc2)CC1	6	0	2	0	5	-11	-12	4	-20	4	13
CCOc1ccccc1NC(=O)COC(=O)Cc1cccs1	-21	-4	-5	16	3	-10	10	-11	14	-10	14
Cc1nc(N2CCN(c3ccccn3)CC2)c2c(C)c(C(=O)Nc3ccc(F)c(Cl)c3)sc2n1	67*	16	15	4	-9	6	-33	-3	34	31	37
CCOC(=O)C1=C(C)N(CCO)C(=O)NC1c1cccc(O)c1 (stereo not drawn)	10	0	2	-12	-4	-81	1	3	-6	-24	-6

(more compounds)
Structure	TWEAK Fn14 block	EBV LMP1 NFkB	SRC3 inh	NCOA2 inhibitor	LRH-1 inv ag	NCOA1 inh	KKLEB tox	NR2F2 inh	TROY signal inh	TRAIL sens C8	CF NFkB inh
Cc1onc(-c2ccccc2)c1C(=O)NC(C)CCc1ccccc1 (stereo not drawn)	-18	-4	-1	-4	11	-12	4	-2	7	-2	8
Cc1cccnc1NC(=S)NCCc1ccccc1	-29	-22	-47	-23	-59	-57	-11	-52	-29	-5	7
CCC(Sc1nc2sc(C(=O)OC)c(C)c2c(=O)n1N)C(=O)N(CC)CC (stereo not drawn)	-25	0	10	-12	-2	0	0	10	11	14	2
COc1ccc(NC(=O)CN(C)CCOc2ccc(Cl)cc2)cc1OC	-9	0	3	4	3	16	3	10	-3	3	-5
O=C(Nc1cccnc1)c1ccc(CSc2ccccc2)cc1	-9	-13	-21	-44	-29	-40	-9	-32	-28	-2	-9
CCn1c(O)c2ccc(C(=O)N=NC(=O)c3cccnc3)cc2c1O	-2	1	-11	1	-2	-7	2	16	28	12	5
CCOC(=O)N1CCN(C(=O)c2cnn3c(C)c(Cc4ccc(C)cc4)c(C)nc23)CC1	-24	15	1	nt	3	7	0	nt	27	-2	9
CCCNC(=O)CSc1nc(-c2cccs2)cc(C(F)(F)F)n1	-1	-3	-3	-8	-7	-15	2	2	-13	-8	1
Cc1c(C(=O)Nc2cccc([N+](=O)[O-])c2)cnn1-c1ccccc1	-18	-34	-90	-62	-112	-78	10	-36	-57	6	-20
O=C(O)Cn1nnc(COc2ccccc2)n1	-28	-6	-3	-14	-17	3	12	-2	-18	7	1
O=c1oc(-c2ccccc2F)nc2c1cnn2-c1ccccc1	-10	3	-8	-29	3	-4	-2	2	4	-10	-8
COc1ccccc1NC(=O)c1cc[n+]([O-])cc1	8	-7	-1	8	-3	-17	-3	5	-2	-8	-22
COc1ccc(-c2cc(=O)[nH]c(=S)[nH]2)cc1	-3	-8	10	-10	-2	-33	-30	-30	-2	0	-18
CCCCn1nc(C(=O)N2CCc3ccccc32)c2ccccc2c1=O	13	-7	16	26	0	1	-17	4	12	2	7
CCOC(=O)c1cccc(NC(=O)/C(=C\c2ccccc2)NC(=O)c2ccccc2Cl)c1	5	13	32	17	11	14	-4	2	-2	-4	-1
O=C(Nc1ccnn1C1CCN(C(=O)c2cccnc2)CC1)c1cccc(F)c1	11	2	10	7	0	-5	13	11	-17	1	5
CCc1nc2ccc(C(=O)N3CCN(c4cccc(C)c4C)CC3)cc2nc1CC	-31	0	15	7	-13	-32	10	4	11	12	26
CCOC(=O)c1nn(-c2ccc(F)cc2)c2nc(Nc3ccccc3)cc(=O)n12	4	7	22	-22	11	14	-2	-26	2	1	4
CCCN1C2CCCC1CC(NC(=S)Nc1cccc(C)c1)C2 (stereo not drawn)	-5	-3	-11	-6	4	-49	25	12	-7	-7	12
